Screening data deposited in PubChem by National Center for Advancing Translational Sciences (NCATS).
RXFP1 antagonist – qHTS Assay for Antagonists of the Relaxin Receptor RXFP1; activity change, negative = inhibition, % at 57.5 µM; hit rate 0.59% among 350,000; Relaxin receptor 1 (Homo sapiens), Q9HBX9; AID 1259400, 2018; HEK293-RXFP1, relaxin-stimulated cAMP HTRF, 30 min; stronger effect = lower value;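 active means activity change of -60% or lower, but not beyond a set lower limit; inconclusive means change between -60% and -40%, or beyond the set limit; inactive means change above -40%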
Target sequence (Q9HBX9 whole entry, looked up): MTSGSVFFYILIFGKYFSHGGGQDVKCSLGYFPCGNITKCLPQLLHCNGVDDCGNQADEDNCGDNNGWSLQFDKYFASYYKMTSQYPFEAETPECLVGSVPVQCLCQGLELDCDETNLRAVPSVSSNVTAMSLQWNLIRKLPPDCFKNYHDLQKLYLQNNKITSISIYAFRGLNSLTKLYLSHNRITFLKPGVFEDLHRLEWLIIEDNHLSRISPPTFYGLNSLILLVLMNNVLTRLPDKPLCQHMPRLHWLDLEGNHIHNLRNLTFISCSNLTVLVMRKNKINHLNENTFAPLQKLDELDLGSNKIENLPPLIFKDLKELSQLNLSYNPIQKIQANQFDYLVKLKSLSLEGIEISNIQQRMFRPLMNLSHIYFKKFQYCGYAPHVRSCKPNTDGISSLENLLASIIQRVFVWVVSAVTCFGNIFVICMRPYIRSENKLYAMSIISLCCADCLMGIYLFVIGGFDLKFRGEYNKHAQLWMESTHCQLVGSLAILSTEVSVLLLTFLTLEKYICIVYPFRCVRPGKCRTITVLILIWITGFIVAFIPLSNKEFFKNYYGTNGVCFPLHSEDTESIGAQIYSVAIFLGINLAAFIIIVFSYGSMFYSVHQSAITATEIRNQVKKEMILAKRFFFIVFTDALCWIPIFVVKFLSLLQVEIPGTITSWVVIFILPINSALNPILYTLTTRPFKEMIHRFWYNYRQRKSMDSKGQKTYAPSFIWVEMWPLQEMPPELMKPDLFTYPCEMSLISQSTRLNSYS
Active calls of the source: *; ? = inconclusive. On the % scale 0 is the no-effect control and ±100 the full control effect. Some of the compounds tested; the hit share may differ from the screen's.

SMILES	RXFP1 antagonist
COc1ccc2nc3n(c(=O)c2c1)-c1cc2ccccc2cc1C(=O)NC3Cc1ccccc1 (centres undefined)	-9
O=C(Nc1nc2ccc(Cl)cc2s1)C1CC1	-3
Cc1cc(=O)n2nc(N3CCCC(C(=O)NCCCN4C(C)CCCC4C)C3)sc2n1 (centres undefined)	-11
c1ccc(C2=NC(c3ccccc3)CC2)cc1 (centres undefined)	-14
COc1ccc(C2CC(c3ccccc3O)=NN2c2ccccc2)cc1 (centres undefined)	-12
Cc1c(NC(=O)COC(=O)c2cccn2C)c(=O)n(-c2ccccc2)n1C	1
COCOCCn1cc(CN2CCS(=O)(=O)N(Cc3ccc(-c4ccc(F)cc4)cc3)C(C(C)C)C2=O)nn1 (centres undefined)	1
Cc1ccc(C(=O)Nn2cnnc2)cc1[N+](=O)[O-]	13
Cc1cc(C)c(C)c(S(=O)(=O)N2CCC(C(=O)N3CCN(c4ccc(F)cc4)CC3)CC2)c1C	-13
O=C(/C=C/c1cccc(F)c1)OCC(=O)c1ccc[nH]1	2
O=S(=O)(NC(=S)c1ccccc1)c1ccccc1	-1
CCCCNC(=O)C(C#N)c1nc2ccccc2nc1N1CCN(Cc2ccc3c(c2)OCO3)CC1 (centres undefined)	1

In another format: entries from further up.
O=C(/C=C/c1cccc(F)c1)OCC(=O)c1ccc[nH]1
- RXFP1 antagonist: 2
Cc1c(NC(=O)COC(=O)c2cccn2C)c(=O)n(-c2ccccc2)n1C
- RXFP1 antagonist: 1
Cc1cc(C)c(C)c(S(=O)(=O)N2CCC(C(=O)N3CCN(c4ccc(F)cc4)CC3)CC2)c1C
- RXFP1 antagonist: -13

Continued.
SMILES	RXFP1 antagonist
Cc1cccc(C(=O)OCC(=O)NC(=O)NC2CCCCC2)c1	6
CSc1ccccc1C(=O)N1CCc2ccc(NC(=O)c3ccccn3)cc2C1	-15
CCCCCCN1C[C@H](n2cc(-c3ccc(F)cc3)nn2)[C@@H](O)C[C@@H]1c1ccc(Cl)cc1	4
CC(C)Oc1ccc(C(=O)N2CCC(CCC(=O)NC3CC3)CC2)cc1	-2
COC(=O)c1ccc(C(=O)OC)c(NC(=O)CSc2nc(-c3ccco3)cc(C(F)(F)F)n2)c1	-11
O=C(COC(=O)c1cccc(OC(F)F)c1)Nc1cc(S(=O)(=O)N2CCCC2)ccc1Cl	4
O=C(NCc1cccnc1)c1cc(C(=O)NCc2cccnc2)cc([N+](=O)[O-])c1	6
O=C(COC(=O)c1ccccc1)Nc1ncc([N+](=O)[O-])s1	-3
O=C(Nc1cccc2nsnc12)c1cc2c(cc1Cl)Sc1nccn1S2(=O)=O	4
O=C(COC(=O)c1ccc([N+](=O)[O-])o1)NCc1ccccc1	22
O=C(NCc1cccnc1)/C(=C/c1ccc([N+](=O)[O-])cc1)NC(=O)c1ccccc1	-5
CCc1cc(C(=O)Nc2cc(S(=O)(=O)N3CCOCC3)ccc2N2CCN(CC)CC2)sc1C	-7
CC(CCNC(=O)c1ccccc1)(CCNC(=O)c1ccccc1)[N+](=O)[O-]	-1
Cc1ccc(S(=O)(=O)N(C)c2ccc(C(=O)NC3CCCCC3)cc2)cc1	-1
O=C(Cn1ncc(Cl)c(Cl)c1=O)NC(=O)NC1CCCCC1	-14
CCCCc1ccc(NC(=O)Cn2c(=O)c(N3CCCCC3)c(N)n(C)c2=O)cc1	-6
C=CCN(Cc1ccc(Br)s1)C(=O)c1ccc(OCc2c(C)noc2C)cc1	-7
Cn1c(=O)c2c(nc(CN3CCN(c4ccccc4F)CC3)n2CCCc2ccccc2)n(C)c1=O	-21
CCOc1ccc2c(c1)sc1nc(C(=O)OC)cc(=O)n12	4
CCN(CC(=O)Nc1cc(Cl)ccc1C)CC(=O)NC1CC1	11
Cc1[nH]c(=O)c(Cc2ccccc2)c(O)c1C#N	1
N#CCC(=O)Nc1ccc(C(=O)OC(C(=O)Nc2ccc([N+](=O)[O-])cc2Br)c2ccccc2)cc1 (centres undefined)	3
O=C1Cc2cc(O)ccc2O1	-29
CCOc1cc(C=NNC(=O)CCCC(=O)NN=Cc2ccc(O)c(OCC)c2)ccc1O	-8

Part of the list above in another layout:
O=C1Cc2cc(O)ccc2O1
- RXFP1 antagonist: -29

Cn1c(=O)c2c(nc(CN3CCN(c4ccccc4F)CC3)n2CCCc2ccccc2)n(C)c1=O
- RXFP1 antagonist: -21

N#CCC(=O)Nc1ccc(C(=O)OC(C(=O)Nc2ccc([N+](=O)[O-])cc2Br)c2ccccc2)cc1 (centres undefined)
- RXFP1 antagonist: 3

CCCCc1ccc(NC(=O)Cn2c(=O)c(N3CCCCC3)c(N)n(C)c2=O)cc1
- RXFP1 antagonist: -6

Going on with the list.
SMILES	RXFP1 antagonist
O=S1(=O)CC(c2ccccc2)=NN=C(c2ccccc2)C1	7
Cc1cc(C)c(S(=O)(=O)N2CCN(C3CC(=O)N(c4ccccc4Cl)C3=O)CC2)c(C)c1 (centres undefined)	-8
COc1ccc(C=NNc2nc3ccccc3s2)cc1	-3
O=C(COC(=O)CC1CC2CCC1C2)NCc1ccc(F)cc1 (centres undefined)	4
Cc1ccc(S(=O)(=O)/N=C(/Nc2c(C)cccc2C)c2ccccc2)cc1	-15
COc1cccc(Nc2ncc(C(=O)O)c3ccccc23)c1	-4
CC1CCN(C(=O)COC(=O)c2ccc3c(c2)OCCO3)CC1	4
O=C(NCC(c1cccnc1)N1CCN(c2ccccc2)CC1)c1ccco1 (centres undefined)	-6
Cc1cccc(C)c1N1C(=O)CC(N2CCN(S(=O)(=O)c3ccccc3F)CC2)C1=O (centres undefined)	-3
Cc1ccccc1OCC(=O)Nc1nnc(COc2ccccc2)s1	-6
Cn1c(=O)c2[nH]c(CCc3ccncc3)nc2n(C)c1=O	5
CC(O)CNc1nc(N)[nH]c(=O)c1N=Nc1ccccc1 (centres undefined)	-15
Cc1cccc2nnc(-c3ccccc3)n12	16
Cc1c(NS(=O)(=O)c2cc([N+](=O)[O-])ccc2Cl)c(=O)n(-c2ccccc2)n1C	7
COC(=O)c1ccc(-c2csc(NC(=O)C3=COCCO3)n2)cc1	-32
O=C1c2cccc3c2[C@H](CCC3)CN1[C@@H]1CN2CCC1CC2	-3
COc1ccc(-c2ccc(CN3C(C(C)C)C(=O)N(Cc4cn(CCC5OCCCO5)nn4)CCS3(=O)=O)cc2)cc1OC (centres undefined)	6
N#Cc1ccccc1NC(=O)c1ccccc1OCC(=O)Nc1ccc2c(c1)oc1ccccc12	-14
O=C(c1ccccc1)N(CCCl)C(=O)N(CCCl)C(=O)c1ccccc1	-1
O=C(CNC(=O)c1ccccc1Br)NCC(c1ccco1)N1CCCCC1 (centres undefined)	2
Cc1[nH]c2ccccc2c1C(=O)C(=O)NCc1nnnn1-c1cccc(F)c1	-1
O=C(CNc1ccc(Cl)c(C(F)(F)F)c1)N1CCN(S(=O)(=O)c2ccccc2)CC1	-5
Cc1ccc(C)c(NC(=O)COC(=O)CC2CC3CCC2C3)c1 (centres undefined)	-12
CC1=C(C(=O)N(C(C)C)C(C)C)CC(CC(=O)NCCc2ccccn2)C(=O)N1Cc1ccccc1 (centres undefined)	7

A few values from above.
`COc1ccc(-c2ccc(CN3C(C(C)C)C(=O)N(Cc4cn(CCC5OCCCO5)nn4)CCS3(=O)=O)cc2)cc1OC` (centres undefined) @ RXFP1 antagonist = 6
`O=C(CNC(=O)c1ccccc1Br)NCC(c1ccco1)N1CCCCC1` (centres undefined) @ RXFP1 antagonist = 2

Next records follow:
SMILES	RXFP1 antagonist
O=[N+]([O-])c1ccc(-c2cccnc2)cc1	-6
O=C(NCc1ccccc1F)c1ccc(S(=O)(=O)N2CCCC2)cc1	6
O=C(CN1c2cccc3cccc(c23)S1(=O)=O)NC1CCCCC1	2
NC(=O)CSc1nc2cc(S(=O)(=O)N3CCOCC3)ccc2o1	-6
CCCC(CNC(=O)COC(=O)C1=NNC(=O)CC1)c1ccc(Cl)cc1Cl (centres undefined)	-7
C=CCNC(=S)NNC(=O)c1cccc2ccccc12	21
COC(=O)c1ccc2cc(OC)cc([N+](=O)[O-])c2n1	-6
COc1ccc(CCNC(=O)COC(=O)c2ccccn2)cc1	-2
Cc1onc(-c2ccccc2)c1C(=O)NCc1ccc(F)cc1	-8
O=C(CSc1nc(-c2ccccc2)cs1)NCCCN1CCCC1=O	3
FC(F)(F)c1nc(SCc2ccccc2)n[nH]1	-11
O=C(COc1ccc2ccc(=O)oc2c1)NCCN1CCOCC1	-2
C[C@@H]1CN([C@@H](C)CO)S(=O)(=O)c2ccc(/C=C/c3ccccc3)cc2O[C@@H]1CN(C)Cc1ccc(C(=O)O)cc1	-12
CCOC(=O)C(=Cc1ccccc1)C(=O)c1ccccc1	?
COc1ccccc1-c1cnc2c(c1)C(=O)N([C@@H](C)CO)C[C@H](C)[C@H](CN(C)C)O2	4
Brc1cc2c(cc1C1OCCCO1)OCO2	-3
COc1ccccc1N1CCN(C(=O)c2cc(-c3ccccc3)nc3c2cnn3C(C)C)CC1	-1
O=C(COC(=O)c1cccc(F)c1)NCCC1=CCCCC1	-10
CN(CCCNC(=O)C1CCN(S(=O)(=O)c2cccc3nsnc23)CC1)Cc1ccccc1	0
C[C@H](NC(=O)c1ncn2c1C(=O)NC[C@@H]2C)C(=O)OC(C)(C)C	1
COc1cc(NC(=O)COC(=O)c2cc(S(=O)(=O)N3CCOCC3)ccc2F)cc(OC)c1	3
Nc1ccc(C=C2C=Cc3ccccc32)cc1	1
CCN(CC(=O)Nc1ccc(S(=O)(=O)N2CCCC2)cc1)CC(=O)Nc1ccccc1C(F)(F)F	-2
CN(CC(=O)NCC(=O)Nc1ccc(F)cc1)CC(=O)Nc1ccc(Cl)c(C(F)(F)F)c1	-6
Cc1cccc(Nc2nc(N)nc(CN3CCN(c4ccccc4F)CC3)n2)c1	3
CC(=O)N1CCN(C(=O)C2CCN(S(=O)(=O)c3ccccc3C(F)(F)F)CC2)CC1	4
Cc1cccc(-n2nnc(C(=O)NC3CCCc4ccccc43)c2N)c1 (centres undefined)	-3
O=C(COC(=O)c1ccc(S(=O)(=O)NCc2ccco2)cc1)NCc1ccccc1	-6
COCCNC(=O)C(=O)NCC1CCCN1S(=O)(=O)c1cccs1 (centres undefined)	1
COc1cc(/C=C(/C#N)C(=O)Nc2cc(C(F)(F)F)ccc2Cl)ccc1OCC(=O)Nc1cccc(C(F)(F)F)c1	?
COc1ccc(Cc2nc3c([nH]2)c(=O)n(C)c(=O)n3C)cc1OC	7
COc1ccc(-c2ccc(CN3C(C)C(=O)N(Cc4cn(CC5CCCCC5)nn4)CCS3(=O)=O)cc2)cc1 (centres undefined)	1
CCOCc1c(C(=O)NCC(c2ccco2)N2CCCC2)oc2ccccc12 (centres undefined)	3
CC(=O)Nc1ccc(S(=O)(=O)N(C)CC(=O)OCC(=O)c2ccc[nH]2)cc1	-2
CC(=O)OC1(C(C)=O)CCC2C3CC(Cl)C4=CC(=O)CCC4(C)C3CCC21C (centres undefined)	11
Cc1ccc(OCC(=O)Nc2ccc(S(=O)(=O)NC3=NCCCCC3)cc2)cc1	2
COc1cc(Cl)c(C)cc1NC(=O)CSC1=NCCS1	2
CCOC(=O)C1CCCN(C(=O)Cn2ncc3c(=O)oc4ccc(C)cc4c32)C1 (centres undefined)	3
COc1ccccc1NS(=O)(=O)c1ccc(C(=O)NCC(c2cccs2)N2CCOCC2)cc1 (centres undefined)	0
CS(=O)(=O)c1ccc(Cl)c(NC(=O)CN2CCN(C(=O)c3cccs3)CC2)c1	15
Cn1nc(NC(=O)C(F)(F)F)c2ncc(-c3ccccc3)nc21	7
c1ccc(-c2csc(CN3CCCCC3)n2)cc1	2
CC(NC(=O)COC(=O)Cn1cc(C(F)(F)F)ccc1=O)c1ccccc1 (centres undefined)	-8
OCc1nc2ccccc2n1CCOc1ccccc1	-3
COc1ccc(C(=O)NNC(=O)CSc2nnc3ccccn23)cc1OC	11
O=C1c2cccc(NCCNCCO)c2C(=O)c2cccc(NCCNCCO)c21	-18
CC(Oc1cccnc1[N+](=O)[O-])C(=O)N1CCc2ccccc21 (centres undefined)	-11
O=[N+]([O-])c1ccc2c(c1)C(=Nc1ccccc1)c1ccccc1-2	18
O=C(CC(=O)c1ccccc1)c1ccccc1	-8
Cc1cc(C)c(NC(=O)C2CCCO2)c(C)c1 (centres undefined)	-3
CCN(C(=O)c1c([N+](=O)[O-])cnn1C)c1ccccc1	0
COc1ccccc1CNC(=O)COC(=O)c1ccc(Cl)nc1	-3
CCOC(=O)c1cc(=O)c2c(OCC(COc3cccc4oc(C(=O)OCC)cc(=O)c34)OC(=O)[C@@H](N)CCCCN)cccc2o1	34
C=CCc1cc(CN2CC(C)OC(C)C2)c(O)c(OC)c1 (centres undefined)	-10
CCOC(=O)Cn1c(COc2ccccc2OC)[n+](C)c2ccccc21	-6
C[C@H]1CN([C@@H](C)CO)C(=O)CCCn2nncc2CO[C@H]1CN(C)S(=O)(=O)c1cccc(F)c1	2
O=C(Nc1nccs1)c1cnc2sccn2c1=O	4
COc1ccc2cc(C3(C)NC(=O)N(CC(=O)N4CCCCC4)C3=O)ccc2c1 (centres undefined)	-6
COc1cc(N)c(Cl)cc1C(=O)NC1CCN(Cc2ccccc2)CC1	6
O=[N+]([O-])c1ccc(Cc2ccc([N+](=O)[O-])cc2)cc1	-6

(listing goes on)
SMILES	RXFP1 antagonist
C[C@@H]1CCCCO[C@@H](CN(C)CC2CCCCC2)[C@@H](C)CN([C@H](C)CO)C(=O)c2cc(NS(=O)(=O)c3ccc(Cl)cc3)ccc2O1	9
CCCc1cc(=O)[nH]c(SCC(=O)NC2CCCCCCC2)n1	-2
O=C(/C=C/c1ccc([N+](=O)[O-])cc1)OCC(=O)N1CCOCC1	-5
COc1ccc(OC)c(NC(=O)COC(=O)CCNc2ccccc2OC)c1	0
